EBNA-1 inhibitor: blocks EBNA-1 binding to DNA; EBNA-1 DNA binding, fluorescence polarization; inhibition, % at 14.8 µM; hit rate 0.34% among 300,000; in the data active = inhibition above about 28%
PAFAH1B2 inh: blocks human PAF acetylhydrolase 1b catalytic subunit 2; P68402; recombinant PAFAH1B2, FP-rhodamine activity probe, fluorescence polarization; inhibition, % at 3.39 µM; hit rate 1.2% among 340,000; AID 492953;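 active = inhibition above the mean of all tested compounds plus 3 SD, cut at about 24% in these data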;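 also: 0% = enzyme with DMSO and 100% = wells lacking PAFAH1B2; many of its hits are not listed in these tables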
Target sequence (P68402 whole entry, looked up): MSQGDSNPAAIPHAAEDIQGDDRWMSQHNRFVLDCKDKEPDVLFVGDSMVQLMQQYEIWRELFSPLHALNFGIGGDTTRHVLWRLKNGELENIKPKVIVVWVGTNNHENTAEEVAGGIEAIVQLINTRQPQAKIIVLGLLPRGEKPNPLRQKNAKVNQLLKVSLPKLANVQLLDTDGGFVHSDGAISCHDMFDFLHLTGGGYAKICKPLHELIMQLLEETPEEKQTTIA
PAFAH1B3 inh: blocks human PAF acetylhydrolase 1B catalytic subunit 3; inhibition, % at 3.39 µM; Q15102; recombinant PAFAH1B3, FP-rhodamine probe, fluorescence polarization; AID 492972; hit rate 0.28% among 340,000;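 active = inhibition above the screen-wide average of all tested compounds plus 3 SD, cut at about 25% in these data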;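 also: 0% = enzyme with DMSO only and 100% = wells lacking PAFAH1B3 protein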
LYPLA1 counter: blocks human lysophospholipase 1, a PME1 counter-screen; inhibition, % at 5.9 µM; recombinant LYPLA1, FP-Rh probe fluorescence polarization; AID 2174; hit rate 0.16% among 320,000;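 active = inhibition above the mean of all tested compounds plus 3 SD, set per campaign, cut at about 14% in these data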;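 also: inhibitors block serine hydrolase probe labeling of LYPLA1 so polarization falls; 0% = enzyme with DMSO and 100% = wells lacking LYPLA1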
Target sequence (O75608 whole entry, looked up): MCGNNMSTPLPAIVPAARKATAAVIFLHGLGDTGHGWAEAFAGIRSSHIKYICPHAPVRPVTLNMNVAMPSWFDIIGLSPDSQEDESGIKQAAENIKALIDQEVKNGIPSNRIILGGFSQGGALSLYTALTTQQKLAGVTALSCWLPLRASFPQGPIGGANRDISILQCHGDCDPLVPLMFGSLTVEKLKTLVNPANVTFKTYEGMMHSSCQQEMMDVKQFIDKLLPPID
pPAFAH inh: pPAFAH (human) enzyme inhibition; Q13093; recombinant pPAFAH, FP-rhodamine probe fluorescence polarization; inhibition, % at 3.39 µM; hit rate 1.5% among 330,000;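 active = inhibition above the mean inhibition across the screen plus 3 SD, cut at about 25% in these data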;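 also: inhibitors block binding of the rhodamine activity-based probe so polarization drops; 0% = enzyme with DMSO and 100% = wells lacking pPAFAH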
PREPL inhibitor: inhibitors of human prolyl oligopeptidase-like enzyme PREPL. Q4J6C6. recombinant PREPL, fluorescence polarization activity-based probe. inhibition, % at 5.96 µM. hit rate 0.68% among 320,000. AID 2751; in the data active = inhibition above about 43%;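 also: 0% = enzyme with DMSO and 100% = wells lacking enzyme; many of its hits are not listed in these tables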
PAFAH2 FP inh: inhibitors of human PAFAH2; hit rate 0.99% among 340,000; inhibition, % at 3.39 µM; AID 492956; recombinant PAFAH2, FP-rhodamine activity probe, fluorescence polarization;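 active = inhibition above the mean over all tested compounds plus 3 SD, cut at about 30% in these data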;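 also: inhibitors block probe labeling of enzyme so polarization drops; 0% = enzyme with DMSO and 100% = wells lacking PAFAH2 protein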
LYPLA2 counter: blocks human lysophospholipase 2, a PME1 counter-screen; hit rate 0.38% among 320,000; recombinant LYPLA2, FP-Rh probe fluorescence polarization; inhibition, % at 5.9 µM;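 active = inhibition above the screen-wide mean plus 3 SD, limit set per campaign, cut at about 26% in these data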;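 also: 0% = LYPLA2 with DMSO and 100% = wells lacking LYPLA2 enzyme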
Target sequence (O95372 whole entry, looked up): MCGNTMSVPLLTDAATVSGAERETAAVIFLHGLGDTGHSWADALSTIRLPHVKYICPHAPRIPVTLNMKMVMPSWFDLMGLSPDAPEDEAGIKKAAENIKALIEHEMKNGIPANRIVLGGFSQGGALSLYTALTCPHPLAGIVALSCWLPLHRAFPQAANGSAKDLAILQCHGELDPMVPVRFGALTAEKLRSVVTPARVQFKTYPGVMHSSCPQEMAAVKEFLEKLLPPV
ZTA DNA inh: blocks Epstein-Barr virus ZTA, an EBNA-1 counter-screen; P03206; ZTA-DNA binding, fluorescence polarization; hit rate 0.15% among 320,000; AID 2234; inhibition, % at 11 µM; in the data active = inhibition above about 33%
Target sequence (P03206 whole entry, looked up): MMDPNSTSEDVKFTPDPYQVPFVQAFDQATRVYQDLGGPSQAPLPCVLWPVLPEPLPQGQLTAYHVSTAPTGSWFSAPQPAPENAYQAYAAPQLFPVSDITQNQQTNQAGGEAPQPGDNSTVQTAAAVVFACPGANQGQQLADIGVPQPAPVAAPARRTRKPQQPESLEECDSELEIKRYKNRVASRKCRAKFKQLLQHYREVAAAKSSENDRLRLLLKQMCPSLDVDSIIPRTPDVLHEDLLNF
Numbers without * were called inactive; x = not tested or not shown. This is a subset; count on the stated rates, not on these rows.

SMILES	EBNA-1 inhibitor	PAFAH1B2 inh	PAFAH1B3 inh	LYPLA1 counter	pPAFAH inh	PREPL inhibitor	PAFAH2 FP inh	LYPLA2 counter	ZTA DNA inh
O=C(Cc1c(F)cccc1Cl)N(Cc1ccccc1)c1ccccn1	-11	0	6	3	1	13	0	5	-6
CCOC(=O)c1ccccc1NC(=O)COC(=O)c1c(CC)noc1C	-5	-3	1	4	3	-9	-1	6	-13
CS(=O)(=O)c1ccc(N2CCN(C3CC(=O)NC3=O)CC2)cc1 (stereo not given)	3	-1	3	-1	-4	8	-8	2	11
CCCC(=O)Nc1sc2c(c1C#N)CCCC2	-1	5	8	-2	1	11	-4	2	-4
COC(=O)CNC(=O)c1sc2ncn(CC(=O)Nc3ccc(C)c(Cl)c3)c(=O)c2c1C	3	0	0	-9	-2	-12	-4	40*	-4
CC(C)C(=O)Nc1ccc(NC(=O)c2ccccc2Cl)nc1	-4	4	8	-1	5	2	-1	-3	-6
CN1CCN(Cc2nc3ccccc3c(=O)n2Cc2nc(-c3ccc([N+](=O)[O-])cc3)cs2)CC1	-1	-8	4	-4	-1	41	2	5	1
CC1CCN(C(=O)COC(=O)c2n[nH]c(=O)c3ccccc23)CC1	x	-5	8	-1	-6	-10	12	-2	36*
O=[N+]([O-])c1ccccc1OC/C(=N\O)c1ccccc1	4	7	10	4	1	-3	-5	11	-7
O=C(NC1CCCC1)C(c1ccccn1)N(C(=O)c1csnn1)c1ccccc1F (stereo not given)	-1	0	4	-1	2	-7	-1	0	0
O=C(Nc1ccccc1F)C1CCCN(S(=O)(=O)c2ccccc2)C1 (stereo not given)	5	4	-2	-3	2	5	3	-3	-2
N#Cc1c2n(c3c(=O)n(Cc4ccccc4)cnc13)CCCC2	-10	5	5	-3	-3	11	-5	-3	10
Cc1cc(Cl)ccc1OCCCC(=O)N1CCN(S(=O)(=O)c2ccccc2)CC1	-11	2	0	0	6	-8	8	0	6
COc1ccc(OCCNC(=O)C(c2ccccc2)c2ccccc2)cc1	-8	2	6	4	8	13	8	-1	-3
Cc1cccc(C)c1NC(=O)CNC(=O)c1c(-c2ccccc2)noc1C	x	3	4	1	1	10	-4	7	-10
CCOc1ccc(S(=O)(=O)N2CCC(C(=O)NCc3ccccn3)CC2)cc1C	-8	2	8	-2	0	2	-5	3	4
C=CCn1c(SCC(=O)N(CC)C2CCS(=O)(=O)C2)nnc1-c1ccccc1 (stereo not given)	x	-5	7	-2	-1	6	1	-4	-6
O=C(COC(=O)c1ccccc1NC(=O)c1ccco1)NCc1ccc2c(c1)OCO2	18	1	1	1	5	-6	5	0	-3
CC(C)CCNC(=O)c1ccc2c(c1)ncn2C1CCCCC1	-10	1	3	1	-2	12	1	-1	-4
CNS(=O)(=O)c1cc(C(=O)O)ccc1OC	-12	-2	9	2	-11	5	3	-6	-8
Cn1ncc2c(Nc3cc(Cl)cc(Cl)c3)ncnc21	-6	-6	0	-25	-2	10	-8	-23	-2
O=C(NCCCN1CCOCC1)c1sc2cc([N+](=O)[O-])ccc2c1Cl	-7	2	-1	-1	-3	29	-2	-1	-7
Cc1cc(=O)n2nc(N3CCCC(C(=O)NCc4ccccc4Cl)C3)sc2n1 (stereo not given)	5	-2	18	2	-3	8	5	4	-12
Cc1cccc(C(=O)O/N=C(\c2ccccc2)c2cccnc2)c1	-4	14	3	4	30*	40	72*	6	-3
CN(C)/C=C/C(=O)C(F)(F)F	-19	7	5	0	2	7	-2	5	-11
COC(=O)c1cccc(COC(=O)c2cccnc2SC)c1	8	1	-6	2	-1	9	6	7	-8
Cc1ccc(C(=O)CN(C(=O)c2ccc(Cl)c(Cl)c2)N2C(=O)C3CCCCC3C2=O)cc1 (stereo not given)	-14	7	8	2	3	7	35*	1	-1
Cc1ccc(C(OC(=O)c2ccco2)C(=O)NC2CCCCC2)cc1 (stereo not given)	2	5	3	1	3	7	1	1	10
CC1c2cc3c(cc2CCN1CC(=O)Nc1ccccc1)OCCCO3 (stereo not given)	-4	4	7	0	4	-5	1	-4	10
COc1ccc(CNC(=O)CN(c2ccccc2OC)S(=O)(=O)c2cccs2)cc1	x	13	4	x	9	6	5	x	x
CCOC(=O)C1=CN(Cc2cccc(F)c2)S(=O)(=O)N(C)C1CCc1ccccc1 (stereo not given)	x	7	0	x	2	x	1	x	x
O=C(c1ccccc1)c1ccc2nc(N3CCN(C(=O)c4ccco4)CC3)c3nncn3c2c1	0	3	10	-3	8	19	10	8	-17
COc1ccc2[nH]c(C(O)(Cc3cccnc3)Cc3cccnc3)cc2c1	-8	2	0	-6	5	-1	5	2	8
COc1ccc2cc(CCNC(=O)c3c(-c4ccccc4Cl)noc3C)c(=O)[nH]c2c1	-6	2	4	3	-3	14	-1	5	-2
Cc1c(N(C)CS(=O)(=O)O)c(=O)n(-c2ccccc2)n1C	2	-3	14	-1	6	-12	2	3	4
Cc1ccccc1NC(=O)CC(C)S(=O)(=O)c1ccc2c(c1)NC(=O)CO2 (stereo not given)	-11	2	8	3	0	2	-1	2	-12
O=C(Cc1cccs1)Nc1cccc(C(=O)Nc2ccc(C(=O)O)cc2)c1	-6	x	x	1	-3	5	x	-3	-17
COc1ccc(CN(C(=O)c2cc(=O)c3ccccc3o2)C2CCS(=O)(=O)C2)cc1 (stereo not given)	4	-2	2	-1	4	-11	4	-7	11
Cc1ccc(NC(=O)Cc2cc(C(=O)O)c3ccccc3n2)c(C)c1	-3	1	5	-2	5	9	1	-1	2
CCOC(=O)c1c(N/N=C/c2cccnc2)n[nH]c1C	0	9	14	0	0	0	6	3	-7
O=S(=O)(Nc1ccccc1F)c1ccc2nsnc2c1	-1	6	5	2	-1	20	-2	5	-21
Cc1ccc(-c2nnc(SCC(=O)N3CCCC3)o2)cc1	4	3	7	1	-2	2	-2	-5	4
COc1ccc(CCN(Cc2cccs2)S(=O)(=O)c2ccc(S(=O)(=O)N(C)C3CCCCC3)cc2)cc1OC	7	0	0	-6	3	0	-5	1	15
CN(C)c1ccc(N2[C@@H](CC(=O)O)c3cc(C(F)(F)F)ccc3S2(=O)=O)cc1	-1	4	-3	0	-1	9	10	1	-13
COc1cccc(CN(C)C(=O)c2ccc(S(=O)(=O)N3CCCC3)cc2)c1OC	-16	8	4	0	3	4	2	5	2
COc1ccc(-c2c(C(=O)O)nc3ccccc3c2C(=O)O)cc1	0	3	-4	-6	7	3	-5	-7	8
O=C(Nc1ccc(-c2nnc(-c3ccccc3)o2)cc1)c1ccc(Br)o1	16	-4	3	0	1	-1	-6	1	2
O=C(NCCc1ccc(Cl)cc1)C1CCC(=O)N(C2CCCCCC2)C1 (stereo not given)	-8	3	5	2	2	23	3	1	1
CCOC(=O)c1ccc(NC(=O)CN2C(=O)C(=O)N(CC(C)C)C2=O)cc1	9	-1	1	1	3	0	2	7	-7
CN1C(=O)/C(=C/c2ccc(OC(=O)c3ccco3)cc2)SC1=S	-10	3	0	0	1	8	3	-5	6
N#C/C(=C/c1cccc(O)c1)C(=O)NCc1ccc(Cl)cc1	4	19	-8	1	5	-20	-5	5	5
O=C(NC1CCCc2ccccc21)c1ccc(S(=O)(=O)N2CCOCC2)cc1 (stereo not given)	-7	-3	6	-3	-4	-2	-1	1	-3
Cc1c(NC(=O)c2cccnc2Cl)c(=O)n(-c2ccccc2)n1C	-5	7	10	-3	2	-7	-2	5	-4
O=C(NC(=S)N(CC1CCC1)CC1CCCO1)c1cccc([N+](=O)[O-])c1 (stereo not given)	-6	7	4	-1	1	-6	7	1	-12
O=C(Nc1ccccc1C(=O)O)c1ccc2c(c1)C(=O)N(c1cccc([N+](=O)[O-])c1)C2=O	1	4	6	4	0	-1	4	2	-20
CCCCC(=O)N(c1ccc(OCC)cc1)C1C=CS(=O)(=O)C1 (stereo not given)	4	2	4	3	4	10	0	1	11
Clc1ccc(-c2nnc(-c3ccccc3)o2)c(Cl)c1	2	2	-1	-4	1	12	-5	0	0
COC(=O)c1ccc(OCCOCCOc2cccc3ccc(C)nc23)cc1	0	3	10	1	-2	9	-6	5	9
Cc1cccc(CN2CCN(Cc3cccc4nonc34)CC2CCO)n1 (stereo not given)	10	-1	10	-2	2	2	4	1	0
COc1cccc(-c2nc3ccc(C(=O)NC(C)Cc4cccnc4)cc3o2)c1 (stereo not given)	3	7	10	-4	2	-15	3	1	13

Sorted by the number under PAFAH1B2 inh (ascending): three from the list above
smiles	PAFAH1B2 inh
CCOC(=O)c1ccc(NC(=O)CN2C(=O)C(=O)N(CC(C)C)C2=O)cc1	-1
O=C(Nc1ccccc1F)C1CCCN(S(=O)(=O)c2ccccc2)C1 (stereo not given)	4
COc1ccc(CNC(=O)CN(c2ccccc2OC)S(=O)(=O)c2cccs2)cc1	13

Going on with the list:
SMILES	EBNA-1 inhibitor	PAFAH1B2 inh	PAFAH1B3 inh	LYPLA1 counter	pPAFAH inh	PREPL inhibitor	PAFAH2 FP inh	LYPLA2 counter	ZTA DNA inh
CCOc1ccccc1NC(=O)/C=C/C(N)=O	-2	2	10	2	5	1	2	-1	16
Cc1cc(=O)oc(C)c1C(=O)OCC(=O)c1ccccc1	2	-1	5	-6	4	4	0	3	6
O=C(Nc1ccccc1C(=O)O)c1cc(S(=O)(=O)NCc2ccccc2)ccc1Cl	2	2	-7	-1	1	7	-13	-3	6
CC(=O)Nc1ccccc1NC(=O)c1ccccc1	-12	5	5	8	3	12	-2	4	-13
COCCOC(=O)C1=C(C)NC(=O)NC1c1cccc(F)c1 (stereo not given)	-7	2	7	-2	-1	-6	7	-3	-13
CCOc1ccc(Cl)cc1CNCCNCCO	-2	0	-1	1	2	5	-3	2	-1
Cc1nnc(SCC2=C(C(=O)O)N3C(=O)C(NC(=O)Cc4ccccc4)C3SC2)s1 (stereo not given)	x	2	3	0	17	6	79*	-8	2
O=S(=O)(c1ccccc1)c1cccc(S(=O)(=O)N2CCCCC2)c1	-14	19	5	-2	13	-6	-1	-1	15
Cc1nn(CC(=O)Nc2cccc(S(N)(=O)=O)c2)c(C)c1[N+](=O)[O-]	5	-4	8	-4	-1	4	-6	-4	2
O=C(/C=C/c1cccc([N+](=O)[O-])c1)NCCN1CCOCC1	-6	3	10	-1	0	3	6	-4	-12
COc1cccc(OCCCCN2CCCCC2)c1	-15	0	3	-2	-1	6	-2	-3	11
CSc1ncccc1C(=O)Nc1nc2ccc(Oc3ccccc3)cc2s1	-1	-9	-6	-20	4	3	-21	-48	5
CNc1ccccc(-c2ccc3ccccc3n2)c1=O	-3	5	8	-4	16	13	7	-3	-2
COc1ccc(Nc2nc(N)c([N+](=O)[O-])c(NCc3ccccc3)n2)cc1	1	3	11	-4	12	9	2	-1	24
Cc1ccc(C)c(NC(=S)NCC(c2cccnc2)N2CCOCC2)c1 (stereo not given)	-8	-2	12	3	3	-5	-10	5	2
CCOC(=O)CNC(=O)N(CCOC)CC1CCCN(C2Cc3ccccc3C2)C1 (stereo not given)	0	2	3	1	2	-2	8	-1	15
CCN(CC(=O)Nc1c(F)cccc1F)C(=O)Cc1ccsc1	x	-2	6	-2	-3	8	-1	-4	0
CCOC(=O)CCc1c(C)nc(SCc2ccc(C(=O)O)cc2)c(C#N)c1C	-1	4	2	20*	-1	-3	-4	43*	7
Cc1nc2c3cc(F)ccc3n(Cc3ccc(F)cc3)c2s1	2	2	-4	-1	1	-1	-7	-5	11
